Compound activity (PubChem BioAssay)
Pol beta inh: DNA polymerase beta (human) inhibition; P06746; Potency, µM (highest dose often 114 µM), without a hit: at the top dose activity change, negative = inhibition, hits mostly inhibitors; 340,000 compounds, 1.3% hits; Pol beta primer extension/strand displacement, fluorescence kinetic; note: % is set by controls: 0 for no effect and ±100 for the full control effect
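Reaction started by 50 nM substrate onto compound-treated Pol beta (10 nM, 15 min preincubation, room temperature); plates read at 0 min and 10 min. Normalized concentration-effect data fitted by four-parameter Hill equation.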
BAZ2B inh: blocks human BAZ2B; AlphaScreen BAZ2B-H3K14Ac peptide displacement; Potency, µM (highest dose often 114 µM), for inactives: top-dose activity change, negative = inhibition, usual class: inhibitors; 360,000 compounds, 4.4% hits; AID 504333; note: % is set by controls: 0 for no effect and ±100 for the full control effect; nearly all actives have a fitted effect of over 60% in size
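BAZ2B 50 nM plus b-H3(5-23)K14Ac 50 nM, PBS pH 7.4/0.01% Tween-20, 30 min RT; compound added (max 110 uM), 30 min RT; streptavidin donor/Ni-chelate acceptor beads 10 ug/mL final, 20 min dark; AlphaScreen read.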
G9a inh: inhibitors of human histone lysine methyltransferase G9a | Q96KQ7 | G9a H3K9 monomethylation, AlphaScreen, 2 h | Potency, µM (top dose mostly 102 µM), for inactives: at the highest dose activity, negative = inhibition, hits mostly inhibitors | 350,000 compounds, 8.8% hits | AID 504332; note: % is set by controls: 0 for no effect and ±100 for the full control effect; nearly all actives have a fitted effect of over 75% in size
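Methyltransferase reactions run at room temperature for 2 h (20 nM enzyme, 500 nM biotin-H3K9 peptide, 20 uM SAM) after a 15 min compound preincubation; product detected by AlphaScreen beads and anti-H3K9me1 antibody.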
POLI inh: inhibitors of human DNA polymerase iota; Q9UNA4; Pol iota fluorescent replication assay, 10 min; Potency, µM (highest dose often 115 µM), for inactives: top-dose activity, negative = inhibition, hits mostly inhibitors; 390,000 compounds, 1% hits; AID 588590
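Fluorescent replication assay read twice, at 0 min and 10 min after adding 50 nM (final) substrate. Enzyme (10 nM) and compounds were first incubated 15 min at room temperature; enzyme-free buffer wells were negative controls.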
Anesthetic bind: candidate novel general anesthetic via apoferritin binding; P02791; apoferritin/1-aminoanthracene competitive binding, fluorescence; Potency, µM (top dose mostly 77.5 µM), for the others: top-dose activity change, negative = displacement, hits mostly inhibitors; 350,000 compounds, 0.074% hits; note: % is set by controls: 0 for no effect and ±100 for the full control effect; nearly all actives have a fitted effect of over 20% in size
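Concentration-response curves derived by four-parameter Hill fitting of normalized fluorescence, where compounds displaced 1-AMA from 10 uM horse apoferritin following a brief 10 min room-temperature incubation; propofol titration acted as positive control.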
POLH inh: blocks human DNA polymerase eta activity; Q9Y253; recombinant Pol eta, fluorescent DNA replication assay; Potency, µM (top dose mostly 114 µM), for the others: at the highest dose activity change, negative = inhibition, usual class: inhibitors; 390,000 compounds, 1.2% hits; note: % is set by controls: 0 for no effect and ±100 for the full control effect
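Pol eta (10 nM) was preincubated with compounds for 15 min at room temperature, after which fluorescent replication substrate (50 nM final) was added to start the reaction. Fluorescence was read kinetically at 0 and 10 min.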
APE1 inh: inhibitors of human APE1 endonuclease; Potency, µM (titrated, usually from 65.8 µM), for inactives: top-dose activity change, negative = inhibition, usual class: inhibitors; P27695; 350,000 compounds, 0.35% hits; recombinant APE1, TAMRA/BHQ-2 abasic DNA cleavage fluorescence;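 note: plate controls were vehicle for no effect and reference inhibitor for full effect; nearly all actives have a fitted effect of over 55% in size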
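APE1 at 0.75 nM preincubated 15 min at room temperature with compound. Reaction then started with 50 nM double-stranded THF-abasic substrate labelled with TAMRA/BHQ-2, and 525/598 nm fluorescence read kinetically. Activity taken as third-minus-first read difference, normalized to DMSO and NSC13755 controls.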
BLM helicase inh: blocks DNA unwinding by human BLM helicase; P54132; recombinant BLM DNA unwinding, fluorescence dequenching; Potency, µM (doses to about 56.1 µM), for the others: at the highest dose activity change, negative = inhibition, usual class: inhibitors; 350,000 compounds, 0.2% hits;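 note: plate controls were vehicle for no effect and no enzyme for full effect; nearly all actives have a fitted effect of over 35% in size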
Pol kappa inh: inhibitors of human DNA polymerase kappa. purified Pol kappa, fluorescent DNA synthesis assay, 10 min. Q9UBT6. 400,000 compounds, 0.53% hits. Potency, µM (series often up to 107 µM), for the others: at the top dose activity, negative = inhibition, actives largely listed as inhibitors; note: % is set by controls: 0 for no effect and ±100 for the full control effect
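Pol kappa 10 nM + cpd, 15 min RT; start w/ substrate 50 nM final; fluorescence kinetic read, 0 and 10 min. Neg ctrl: buffer, no enzyme.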
* marks the source's active call; other numbers are inactive results; i = inactive; ? = inconclusive; . = no result given; & = joins results of further samples; [ ] = remark or other dose. Calls come from the whole dose curve; as a rule, active = well fitted curve in the direction sought with a large enough effect; inconclusive = small, poorly fitted or top-dose-only effect, or another doubt; inactive = no such curve, though single readings can be large; an effect the other way counts as inactive or inconclusive. Potency is the fitted concentration of half-maximal effect. This is a subset; rates above refer to the full screens.

SMILES	Pol beta inh	BAZ2B inh	G9a inh	POLI inh	Anesthetic bind	POLH inh	APE1 inh	BLM helicase inh	Pol kappa inh
Cc1ccc(NC(=O)c2ccc(C)c(NC3=NC4CS(=O)(=O)CC4S3)c2)cc1C (centres undefined)	0%	-2%	-8%	-8%	-17%	-12%	25%	-4%	5%
C=CCOc1ccc(/C(O)=C2/C(=O)C(=O)N(CCCn3ccnc3)C2c2cccs2)cc1 (centres undefined)	?	-32%	-14%[59 µM]	?	?	?	0%	-8%	-10%
Nc1ccc(S(=O)(=O)NCC(=O)OCCOc2ccccc2)cc1[N+](=O)[O-]	.	0%	-32%	31%[activator]	.	-5%	11%	.	3%
CC(C(=O)OCC(=O)Nc1ncc(Cl)cc1Cl)N1C(=O)c2ccccc2C1=O (centres undefined)	-12%	-31%	-17%[59 µM]	2%	-19%	?	3%	-12%	-3%
CC1CCN(S(=O)(=O)c2ccc(C(=O)N(C)C3CCS(=O)(=O)C3)cc2)CC1 (centres undefined)	.	-3%	-3%[0.501 µM]	62%[activator]	.	-7%	35%	.	-8%
Cc1[nH]c2ccccc2c1/C=N/NC(=O)c1cccc([N+](=O)[O-])c1	?	-25%	-45%	80%&-5%[activator]	-11%	-18%	-11%	-8%	-8%&-7%
O=C(CSc1nc(Nc2ccc(F)cc2)c2ccccc2n1)c1ccc(F)cc1	4%	24%	-3%[59 µM]	22%	?	-23%	.	1%	-2%[60.1 µM]
COc1ccc(N2CCN(CC(=O)NCc3ccccc3)CC2)cc1	-2%	-31%	?	18%	-7%	-6%	7%	3%	13%
COc1cc2c(cc1OC)C1(Nc3c-2c(-c2ccccc2)nn3-c2ccccc2)C(=O)Nc2ccccc21 (centres undefined)	1%	?	79µM*	7%	-1%	-9%	-4%	-11%	0%
O=C(Cn1c(=O)oc2ccccc21)NCc1ccc(Cl)cc1	-3%	0%	8%[59 µM]	24%	-9%	-3%	.	1%	-15%[60.1 µM]
Cc1cn2c(=O)cc(COC(=O)c3ccc(NC(=O)COc4ccc(C)c(C)c4)cc3)nc2s1	17%	-13%	0%[12.7 µM]	21%	-13%	-7%	.	-8%	-6%[60.1 µM]
Cc1cc2c(n1-c1ccc(C(=O)NCc3ccc(OC(C)C)cc3)cc1)CCCC2	-1%	-22%	-11%[59 µM]	3%	-16%	-13%	.	-5%	-10%
COc1ccc(-c2ccc(C3C4C=CCC(C)C4C(=O)N3Cc3ccccc3)c(F)c2)cc1C (centres undefined)	.	.	.	i	0%	.	7%	-11%	?
CC(C)(C)OC(=O)C[C@@H]1C/C=C\C[C@H](CC(=O)N(CCO)Cc2ccccc2)C(=O)N[C@@H](c2ccccc2)COC1=O	.	.	.	-27%	.	-15%	0%	.	-29%
CCOC(=O)C1CCCN(c2nnnn2-c2ccccc2)C1 (centres undefined)	1%	4%	9%[59 µM]	17%	-6%	-15%	-2%	-2%	2%
CCN(CC(=O)Nc1ccc(OC)cc1)C(=O)c1ccc(N2C(=O)CCC2=O)cc1	.	-2%	3%[59 µM]	-5%	.	-4%	19%	.	3%
CC(=O)c1ccc(C(=O)N2CCC(n3nccc3NC(=O)C3CC3)CC2)cc1	35%	-2%	16%	15%	-2%	-22%	3%	-2%	-7%
CCn1c(SCC(=O)N/N=C/C=C/c2ccco2)nc2ccccc21	22µM*	45µM*	6.3µM*	20µM*	?	50µM*	?	?	-49%
Cc1cccc(C2=NN(c3ccccc3)[C@@H](C(=O)N3CCOC3=O)[C@@H]2C)c1	.	.	77%[activator]	-5%	232%[activator][110 µM]	-25%	?	-13%[75.6 µM]	?
COc1ccc(F)c(CN2CCC(N3CCC(C(=O)N4CCOCC4)CC3)CC2)c1	-3%	-14%	-41%	140%[activator]	-5%	-20%	1%	0%	-5%
Cc1ccc(-c2c(C(=O)N/N=C/c3ccsc3)nnn2-c2nonc2N)cc1	?	-13%[57.1 µM]	15%	16%	6%	-18%	8%	-8%	-14%
CC(C)(C)C(=O)N1N=C(c2cccc(NS(C)(=O)=O)c2)CC1c1cccs1 (centres undefined)	15%	1%	12%	21%	-15%	-25%	-1%	-15%	-5%
CCN(CC)S(=O)(=O)c1cccc(NC(=O)/C=C/c2cccc([N+](=O)[O-])c2)c1	-1%	-25%	10%[59 µM]	-8%	-20%	-15%	-4%	-6%	-5%
Cc1ccnc(NS(=O)(=O)c2ccc(NC(=O)c3ccccc3F)cc2)n1	36%	5%	23%[0.501 µM]	-6%	-1%	-12%	-4%	5%	-8%
O=C(NNS(=O)(=O)c1ccc(F)cc1)C1CCCCC1	-2%	1%	?	-24%	1%	1%	24%	1%	-14%
Cc1ccccc1NC(=S)NCC1CCC(CNC(=S)Nc2ccccc2C)CC1 (centres undefined)	-24%	-5%	.	17%	28%	-4%	-2%	0%	-9%
CC1CCN(C(=O)CN2C(=O)C(=O)N(C(C)C)C2=O)c2ccccc2S1 (centres undefined)	.	-2%	?	-17%	.	-1%	36%	.	-1%
CN(C)c1ccc(NC(=O)c2cccc(N3C(=O)C4C5C=CC(C5)C4C3=O)c2)cc1 (centres undefined)	4%	-34%	10µM*	23%	?	-2%	-4%	-12%	-13%
O=C(CCS(=O)(=O)c1cccc2nsnc12)N1CCN(Cc2ccc3c(c2)OCO3)CC1	?	-28%	-4%[0.501 µM]	3%	-14%	-12%	-4%	-6%	-7%
CC(C)c1cc(CNC(=O)c2ccc(OC3CCN(Cc4ccccn4)CC3)cc2)on1	16%	56µM*	?	21%	-13%	-12%	90%[activator]	2%	13%

Exported as comma-separated lines: entries from further up
SMILES,Pol beta inh,BAZ2B inh,G9a inh,POLI inh,Anesthetic bind,POLH inh,APE1 inh,BLM helicase inh,Pol kappa inh
COc1ccc(F)c(CN2CCC(N3CCC(C(=O)N4CCOCC4)CC3)CC2)c1,-3%,-14%,-41%,140%[activator],-5%,-20%,1%,0%,-5%
Cc1ccc(-c2c(C(=O)N/N=C/c3ccsc3)nnn2-c2nonc2N)cc1,?,-13%[57.1 µM],15%,16%,6%,-18%,8%,-8%,-14%
CC(C)(C)C(=O)N1N=C(c2cccc(NS(C)(=O)=O)c2)CC1c1cccs1 (centres undefined),15%,1%,12%,21%,-15%,-25%,-1%,-15%,-5%
CCN(CC)S(=O)(=O)c1cccc(NC(=O)/C=C/c2cccc([N+](=O)[O-])c2)c1,-1%,-25%,10%[59 µM],-8%,-20%,-15%,-4%,-6%,-5%
Cc1ccnc(NS(=O)(=O)c2ccc(NC(=O)c3ccccc3F)cc2)n1,36%,5%,23%[0.501 µM],-6%,-1%,-12%,-4%,5%,-8%
O=C(NNS(=O)(=O)c1ccc(F)cc1)C1CCCCC1,-2%,1%,?,-24%,1%,1%,24%,1%,-14%
Cc1ccccc1NC(=S)NCC1CCC(CNC(=S)Nc2ccccc2C)CC1 (centres undefined),-24%,-5%,.,17%,28%,-4%,-2%,0%,-9%
CC1CCN(C(=O)CN2C(=O)C(=O)N(C(C)C)C2=O)c2ccccc2S1 (centres undefined),.,-2%,?,-17%,.,-1%,36%,.,-1%
CN(C)c1ccc(NC(=O)c2cccc(N3C(=O)C4C5C=CC(C5)C4C3=O)c2)cc1 (centres undefined),4%,-34%,10µM*,23%,?,-2%,-4%,-12%,-13%
O=C(CCS(=O)(=O)c1cccc2nsnc12)N1CCN(Cc2ccc3c(c2)OCO3)CC1,?,-28%,-4%[0.501 µM],3%,-14%,-12%,-4%,-6%,-7%
CC(C)c1cc(CNC(=O)c2ccc(OC3CCN(Cc4ccccn4)CC3)cc2)on1,16%,56µM*,?,21%,-13%,-12%,90%[activator],2%,13%

The list goes on.
SMILES	Pol beta inh	BAZ2B inh	G9a inh	POLI inh	Anesthetic bind	POLH inh	APE1 inh	BLM helicase inh	Pol kappa inh
COc1ccccc1/C=C1/SC(=S)N(CCC(=O)Nc2cccnc2)C1=O	13%	-2%	24%	18%	-9%	-16%	10%	-11%	7%
Cc1c(C(=O)Nc2cccc(F)c2)sc2nc(-c3cc4ccccc4oc3=O)[nH]c(=O)c12	17%	2%	-11%[59 µM]	16%	4%	?	.	-2%	-2%
CS(=O)(=O)N1CCC(C(=O)NCc2ccccc2)CC1	-1%	-2%	20%	24%	-3%	-16%	3%	-3%	-6%
COc1cc(NC(=O)C2CC(c3ccccc3Cl)=NO2)cc(OC)c1OC (centres undefined)	1%	-21%	21%	6%	-14%	-24%	17%	-5%	2%
CC(=O)Nc1ccc(SCC(=O)NNC(=O)CN(C)S(=O)(=O)c2ccc(C)cc2)cc1	.	0%	45µM*	4%	.	-16%	21%	.	-2%
CCC(C)[C@H](NC(=O)N1CCn2c1nc1ccccc12)C(=O)NCc1ccc(OC)cc1 (some centres undefined)	13%	-1%	-4%	5%	60%[activator]	-23%	68%[activator]	-7%	-1%
C[C@H](NC(=O)[C@H](Cc1ccccc1)n1c(=O)[nH]c2ccccc2c1=O)C(=O)N1CCC(C(=O)O)CC1	32%	4%	.	-3%	-3%	-2%	10%	-4%	12%
CC(C)CCn1c(=O)c2sccc2n2c(CCCC(=O)Nc3ccc(F)c(Cl)c3)nnc12	11%	?	-32%[59 µM]	1%	-10%	-10%	.	-7%	-5%
c1nc2nc(Nc3ccc(N4CCOCC4)cc3)nc(NC3CCCCC3)c2[nH]1	.	.	.	.	-11%	.	-5%	-10%	-7%[60.1 µM]
CS(=O)(=O)CCC(C(=O)Nc1ccc2c(c1)OCO2)N1Cc2ccccc2C1=O (centres undefined)	-12%	-37%	?	64%[activator]	-1%	-8%	56%	-6%	-2%

One compound at a time, as listed above.
COc1ccccc1/C=C1/SC(=S)N(CCC(=O)Nc2cccnc2)C1=O in the list: Pol beta inh = 13%; BAZ2B inh = -2%; G9a inh = 24%; POLI inh = 18%; Anesthetic bind = -9%; POLH inh = -16%; APE1 inh = 10%; BLM helicase inh = -11%; Pol kappa inh = 7%
COc1ccc(-c2ccc(C3C4C=CCC(C)C4C(=O)N3Cc3ccccc3)c(F)c2)cc1C (centres undefined) in the list: Pol beta inh = .; BAZ2B inh = .; G9a inh = .; POLI inh = i; Anesthetic bind = 0%; POLH inh = .; APE1 inh = 7%; BLM helicase inh = -11%; Pol kappa inh = ?
